Screening data (PubChem)
GLP1R cytotox – qHTS of GLP-1 Receptor Inverse Agonists: Cytotox Screen; HEK293 cAMP-luciferase reporter cells, luminescence, 24 h; Potency, µM (titrated, usually from 38.3 µM), for the others: at the top dose activity change, negative = inhibition, usual class: inhibitors; hit rate 0.13% among 410,000;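 also: loss of luciferase light is scored as toxicity; potency is read from the fitted curve at half-maximal effect; % is scaled to controls: 0 for no effect and ±100 for the full control effect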
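Seeding density was 200 cells/uL; after overnight-length (12 h) culture, 23 nL compounds went on for 24 h at 37 °C. Readout used a luciferase detection reagent, luminescence taken after 12 min at room temperature.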
aSyn rescue – qHTS of alpha-syn Inhibitors; Yeast expressing alpha-synuclein, growth rescue, BacTiter-Glo, 24 h; Potency, µM (top dose mostly 46.1 µM), for inactives: top-dose growth rescue (activation), usual class: activators; hit rate 0.14% among 370,000; also: potency is read from the fitted curve at half-maximal effect; % of control where 0% means no effect; nearly all actives have a fitted effect of over 65% in size
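Screening used galactose-induced yeast with toxic alpha-synuclein levels, exposed to compound for 24 hr at 30 deg C. Cell growth, read with BacTiter-Glo luminescence, gave the measured signal.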
DRD3 agonist – qHTS of D3 Dopamine Receptor Agonist: qHTS. D(3) dopamine receptor (Homo sapiens), P35462. D3R DiscoveRx beta-arrestin cells, luminescence, 90 min. max activation, %. hit rate 0.58% among 410,000; in the data active = max activation above about 30%; also: 0% is about no effect; mostly tested at two doses, the higher about 12 µM
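Cells at 1500/well, incubated overnight, then treated with pinned compounds (dopamine as control) for 90 min at 37 degrees C. DiscoveRx reagent added for 30 - 60 minutes at room temperature; luminescence read.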
KB-V1 cytotox – qHTS assay for MDR1-selective chemotherapeutics: Primary screen using the drug-selected MDR subline cells KB-V1. Potency, µM (highest dose often 46.1 µM), for the others: at the highest dose activity change, negative = cytotoxicity, usual class: cytotoxic. KB-V1 MDR cells viability, CellTiter-Glo, 72 h. hit rate 3.4% among 400,000; also: potency is read from the fitted curve at half-maximal effect; % is scaled to controls: 0 for no effect and ±100 for the full control effect; nearly all actives have a fitted effect of over 60% in size
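In this primary screen, KB-V1 cells overexpressing P-gp are incubated with library compounds (lowest to highest concentration) for 72 h at 37 degrees C before a luminescent ATP viability read.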
GLP-1R inv ag – qHTS of GLP-1 Receptor Inverse Agonists (Inhibition Mode). Glucagon-like peptide 1 receptor (Homo sapiens), P43220. HEK293 GLP-1R CRE-luciferase, luminescence, 24 h; GLP-1R form is constitutively active. Potency, µM (series often up to 38.3 µM), for inactives: top-dose activity change, negative = inhibition, hits mostly inhibitors. hit rate 1.6% among 410,000. AID 624417, 2012; also: potency is read from the fitted curve at half-maximal effect; % is scaled to controls: 0 for no effect and ±100 for the full control effect; nearly all actives have a fitted effect of over 55% in size
Target sequence (P43220 whole entry, looked up): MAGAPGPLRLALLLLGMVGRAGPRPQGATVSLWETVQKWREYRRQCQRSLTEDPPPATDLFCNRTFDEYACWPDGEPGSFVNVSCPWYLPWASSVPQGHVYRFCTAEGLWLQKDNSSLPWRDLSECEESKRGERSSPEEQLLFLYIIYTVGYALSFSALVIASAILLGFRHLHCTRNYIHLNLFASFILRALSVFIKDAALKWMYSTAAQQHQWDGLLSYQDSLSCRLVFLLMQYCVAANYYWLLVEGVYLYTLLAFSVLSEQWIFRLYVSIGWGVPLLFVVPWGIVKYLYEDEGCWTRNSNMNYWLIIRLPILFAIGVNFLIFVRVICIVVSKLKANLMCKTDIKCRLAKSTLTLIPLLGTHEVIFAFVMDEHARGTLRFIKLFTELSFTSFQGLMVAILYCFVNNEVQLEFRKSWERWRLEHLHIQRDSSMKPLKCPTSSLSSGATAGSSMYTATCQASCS
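qHTS in 1536-well format: reporter HEK293 cells expressing constitutive GLP-1R activity in DMEM + 10% Nu serum, 24 hr with compounds at 37 deg C, luminescence read after 12 min with detection reagent.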
GLP-1R agonist – qHTS of GLP-1 Receptor Agonists. Potency, µM (top dose mostly 45.6 µM), inactives show at the highest dose activation, hits mostly activators. hit rate 0.007% among 380,000. Glucagon-like peptide 1 receptor (Homo sapiens), P43220. HEK293 GLP-1R CRE-luciferase, luminescence, 4-6 h; cells express a hypersensitive GLP-1R form; also: potency is read from the fitted curve at half-maximal effect; % of control where 0% means no effect
DRD3 antagonist – qHTS of D3 Dopamine Receptor Antagonist: qHTS | D(3) dopamine receptor (Homo sapiens), P35462 | D3R cells, DiscoveRx beta-arrestin luminescence, antagonist mode; active compounds read low | max response, negative = inhibition, % | hit rate 2.5% among 360,000 | AID 652054, 2013; in the data active = max response below about -50%; inconclusive = no clear call, values can overlap the other calls; also: % is scaled to controls: 0 for no effect and ±100 for the full control effect; mostly tested at two doses, the higher about 12 µM
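Cells expressing the human receptor were seeded at 1500 cells/well, incubated overnight at 37 degrees C in 5% CO2, then exposed to library compounds with dopamine controls for 90 minutes at 37 degrees C before luminescent detection.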
TDP-43 yeast inh – qHTS of TDP-43 Inhibitors; TDP-43 expressing yeast growth rescue, BacTiter-Glo, 24 h; hit rate 1.8% among 410,000; Potency, µM (doses to about 46.1 µM), for the others: top-dose growth rescue (activation), hits mostly activators; also: potency is read from the fitted curve at half-maximal effect; % of control where 0% means no effect; nearly all actives have a fitted effect of over 50% in size
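Yeast expressing TDP-43 (pregrown in raffinose, seeded at OD600=0.02 in galactose medium) exposed to compounds 24 hr at 30 deg C. Growth read by BacTiter-Glo luminescence; rescue of toxicity appears as increased signal.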
PTHR1 ag – qHTS for PTHR1 Agonists: Primary Screen | Potency, µM (titrated, usually from 115 µM), inactives show at the top dose activation, hits mostly activators | HEK293 GP2 PTHR1 cells, GloSensor cAMP luminescence, 1 h | Parathyroid hormone/parathyroid hormone-related peptide receptor (Homo sapiens), Q03431 | hit rate 0.075% among 410,000; also: potency is read from the fitted curve at half-maximal effect; nearly all actives have a fitted effect of over 55% in size; some results filed as inactive show a strong effect at the top dose; inactives centre near -15; many of its hits are not listed in these tables
Target sequence (Q03431 whole entry, looked up): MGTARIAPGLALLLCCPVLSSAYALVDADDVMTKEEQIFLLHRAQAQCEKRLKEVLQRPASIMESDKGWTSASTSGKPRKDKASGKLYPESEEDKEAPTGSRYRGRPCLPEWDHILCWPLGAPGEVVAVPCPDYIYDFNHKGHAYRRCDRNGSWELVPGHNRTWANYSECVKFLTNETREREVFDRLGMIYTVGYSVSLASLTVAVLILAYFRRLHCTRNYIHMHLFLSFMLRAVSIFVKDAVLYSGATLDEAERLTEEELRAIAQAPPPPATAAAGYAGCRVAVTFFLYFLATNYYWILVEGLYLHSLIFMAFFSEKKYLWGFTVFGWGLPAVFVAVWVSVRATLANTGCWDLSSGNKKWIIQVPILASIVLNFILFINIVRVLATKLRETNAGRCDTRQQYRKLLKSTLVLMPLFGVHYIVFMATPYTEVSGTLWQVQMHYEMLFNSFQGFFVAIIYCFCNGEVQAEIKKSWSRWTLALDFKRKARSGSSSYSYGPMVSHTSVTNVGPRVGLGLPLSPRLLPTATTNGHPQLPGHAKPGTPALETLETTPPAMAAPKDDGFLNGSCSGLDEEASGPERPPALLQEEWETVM
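HEK-293-derived GP2 cells expressing PTHR1 and a GloSensor cAMP reporter, 3,000/well, plated overnight, given luciferin plus IBMX (each 0.5 mM as added) for 1 h at 37 °C, then compound for 1 h at 37 °C. Luminescence was read after 15 min at room temperature.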
* hit, by the source's call; i = inactive; ? = inconclusive; . = no result given; [ ] = remark or other dose. Unless noted, calls follow the shape of the dose curve; as a rule, active = well fitted curve in the direction sought with a large enough effect; inconclusive = small, poorly fitted or top-dose-only effect, or another doubt; inactive = no such curve, though single readings can be large; an effect the other way counts as inactive or inconclusive. These rows are one share of the data, so the mix of outcomes need not match the whole.

Values in the order: GLP1R cytotox	aSyn rescue	DRD3 agonist	KB-V1 cytotox	GLP-1R inv ag	GLP-1R agonist	DRD3 antagonist	TDP-43 yeast inh	PTHR1 ag
> Cc1ccc(C)c(NC(=O)CSc2ncc(S(=O)(=O)c3ccc(C)c(Cl)c3)c(=O)[nH]2)c1
    -13%	8%	7	-2%	-9%	3%	.	25%	i
> COn1c(-n2nc(C)cc2C)nc2ccccc2c1=O
    -2%	4%	-2	2%	0%	0%	54	10%	-28%[57.5 µM]
> Cc1ccc(S(=O)(=O)N2CCC(NC(=O)OC(C)C)CC2)cc1
    3%[7.66 µM]	-2%	2	-7%	1%[7.66 µM]	3%	15	-10%[9.22 µM]	-23%
> Nn1c(Cc2ccc(F)cc2)n[nH]c1=S
    7%	-5%	-4	-14%	2%	3%	-6	-3%	-48%[inhibitor]
> CC1CN(C(=O)c2cc(F)c(F)cc2Cl)CC(C)O1 (stereo unspecified)
    -8%	-1%	23	20%	0%	-15%	4	-14%	-40%[inhibitor][57.5 µM]
> CCOc1ccc(C(C)=O)cc1COC(=O)c1cccnc1SC
    10%	1%	6	-14%	10%	14%	-5	16%	-7%
> O=C(Cc1ccccc1)Nc1ccc(NC(=O)c2cccnc2)cc1
    -8%	2%	-5	3%	-11%	10%	28	-14%[1.82 µM]	i
> COc1ccc(OC)c(NC(=O)CCNS(=O)(=O)c2cc(Br)cnc2N)c1
    -8%	1%	3	-12%	?	0%	-13	15%	i
> Cc1cc(SCC(=O)c2cccs2)nc2ccccc12
    9%	17%	-2	?	?	13%	-3	-7%	i
> CCCCn1c(SCC(=O)NC2CCS(=O)(=O)C2)nnc1-c1ccc(OC)cc1 (stereo unspecified)
    16%	-2%	-1	-18%	4%	-2%	4	-5%	i
> CCOC(=O)C1CCCN(S(=O)(=O)c2cc3c(cc2C)NC(=O)CO3)C1 (stereo unspecified)
    -4%	.	3	6%	-3%	.	.	0%[9.22 µM]	i
> O=C(NCC1CCCO1)c1cc2c(s1)CCCC2 (stereo unspecified)
    8%	5%	1	0%	0%	-2%	-6	22%	-11%
> COc1cc(/C=C(\C#N)C(=O)NC(C)C)cc(Cl)c1O
    -15%	-9%	-14	-6%	9%	0%	?	?	2%
> Cc1ccc(NC(=O)Nc2ccc3snnc3c2)cc1C
    -7%	1%	1	0%	?	-6%	.	19%	i
> COc1ccc(C2CC(c3cccs3)=NN2C(=O)CCl)cc1OC (stereo unspecified)
    ?	-2%	0	?	?	-4%	?	10%	-92%[inhibitor]
> CCN(CC)S(=O)(=O)c1ccc(N2CC(C(=O)NCCc3ccc(Cl)cc3)CC2=O)cc1 (stereo unspecified)
    -1%	0%	-8	?	5%	6%	1	18%	-13%
> Cc1ccc(C(=O)Nc2ccccc2N2CCCCC2)o1
    -1%	-20%	-4	-42%	?	-5%	1	9%	-33%[inhibitor]
> Cc1ccc(S(=O)(=O)N/N=C/c2c(C)nn(-c3ccccc3)c2C)cc1
    0%	20%	-6	14%	17%	-10%	-23	11%	-2%
> CN(c1cccc(NC(=O)c2ccccc2N(C)S(=O)(=O)c2ccccc2)c1)S(C)(=O)=O
    -19%	9%	7	?	13%	-9%	15	16%	i
> CCCC(=O)Nc1nnc(SCc2cc(=O)n3ccccc3n2)s1
    6%	.	-27	.	0%	.	.	-3%	-24%

Other entries
Values in the order: GLP1R cytotox	aSyn rescue	DRD3 agonist	KB-V1 cytotox	GLP-1R inv ag	GLP-1R agonist	DRD3 antagonist	TDP-43 yeast inh	PTHR1 ag
> CC1CCCC(NC(=O)COC(=O)c2ccc(Cl)nc2)C1C (stereo unspecified)
    5%	7%	-8	?	8%	-2%	-9	19%	-13%
> COc1ccccc1N(Cc1cc2cccc(C)c2[nH]c1=O)C(=O)C(C)C
    0%	1%	3	-15%	4%	-1%	19	19%	-46%[inhibitor][57.5 µM]
> Cc1ccc(S(=O)(=O)N(CC(=O)NCCC2=CCCCC2)Cc2ccccc2F)cc1
    -12%	-12%	6	?	?	-2%	-74*	?	-14%
> O=c1[nH]snc1N1CCOCC1
    0%	0%	6	16%	19%	-2%	0	0%[0.397 µM]	-1%
> CCOC(=O)Cc1csc(N/N=C\c2ccccc2OC)n1
    -1%	-3%	0	-6%	?	14%	-11	?	-12%
> COc1ccccc1NC(=O)c1c(NCc2ccc(OC)c(OC)c2OC)sc2c1CCCC2
    -5%	.	-3	27%	-19%	.	.	-4%	i
> CCc1ccc(OCCCC(=O)Nc2ccc(N3CCOCC3)cc2)cc1
    0%	-3%	3	2%	-6%	-2%	-2	-11%	-26%
> Cc1ccc(-c2nn(CC(=O)NCCN3CCOCC3)c(=O)c3ccccc23)cc1
    -9%	1%	-3	-7%	4%	-1%	9	12%	i
> CC(=O)c1nc(-c2ccccc2)sc1C
    1%	7%	0	10%	1%	14%	7	24%	-21%
> CC(C)c1ccc(Nc2c(-c3ccccn3)nc3ccccn23)cc1
    -16%	.	-28	?	?	.	.	-14%	i
> Cc1noc(C)c1C(=O)Nc1ccc(F)cc1F
    -4%	-1%	-2	-5%	4%	0%	?	2%	i
> C[C@H]1CN([C@@H](C)CO)C(=O)CCCn2nncc2CO[C@@H]1CN(C)C(=O)c1ccccc1
    -10%	0%	6	12%	10%	21%	17	16%	-30%[inhibitor]
> Cc1cc(N2CCOCC2)n2cc(-c3ccc(F)cc3)nc2n1
    -12%	-6%	-1	-3%	47%[activator]	-4%	-24	.	i
> N#Cc1c(-c2c(Cl)cccc2Cl)noc1/C=C/Nc1ccc(C(=O)O)cc1
    -12%	1%	0	-5%	-5%	2%	-23	-1%	-35%
> N#CC(C(=O)c1ccc(S(=O)(=O)N2CCCCCC2)cc1)c1nc2ccccc2[nH]1 (stereo unspecified)
    -26%	-6%	24	7%	17%	-4%	10	-23%	-4%
> COc1ccccc1Oc1cn[nH]c1-c1ccc(OCC(=O)NN)cc1O
    -1%	-5%	-1	12%	?	-3%	-25	-2%	i
> O=C(O)C1C2C=CC(C2)C1C(=O)NCc1ccc(Cl)c(Cl)c1 (stereo unspecified)
    -14%	1%	3	?	11µM*	3%	10	20µM*	-6%
> Cc1cccc2cc(C3CC(c4ccco4)=NN3S(=O)(=O)c3ccccc3)c(Cl)nc12 (stereo unspecified)
    -1%	10%	-16	?	-6%	1%	-16	0%	-23%
> CCN(c1ccccc1)S(=O)(=O)c1ccc(Cl)c(NC(=O)CN2CCCCCC2)c1
    0%	-3%	-16	21µM*	1.6µM*	21%	-25	-6%	-27%
> Cc1cc(C)c(S(=O)(=O)c2ccccc2C(=O)O)c(C)c1
    7%	3%	1	11%	27%	-4%	-5	2%	-4%[57.5 µM]

(cont.)
Values in the order: GLP1R cytotox	aSyn rescue	DRD3 agonist	KB-V1 cytotox	GLP-1R inv ag	GLP-1R agonist	DRD3 antagonist	TDP-43 yeast inh	PTHR1 ag
> COc1cc(NC(=O)CCCn2c(=O)oc3ccccc32)cc(OC)c1
    -3%	-1%	-9	0%	11%	14%	-16	3%	i
> Cc1cc(C)n(-c2nc3ccccc3c(=O)n2OCC(C)C)n1
    -6%	2%	-14	5%	15%	7%	-3	12%	i
> Cc1ccccc1NC(=O)CN1C(=O)NC(C)(c2ccc3c(c2)OCO3)C1=O (stereo unspecified)
    10%	2%	5	9%	11%	2%	-3	5%	i
> Cc1ccccc1CNC(=O)c1ccc(-n2c(C)cc3c2CCCC3)cc1
    -10%	.	-6	-3%	1%	.	.	16%	-7%
> CC(C)c1ccc(/C=N/NC(=O)CC(=O)NCc2ccccc2)cc1
    -1%	0%	-2	0%	15%	4%	6	1%	-6%
> Fc1ccc(CNc2ccccn2)cc1
    3%	0%	11	-9%	-10%	11%	7	15%	i
> CCOC(=O)C1CCN(Cc2ccc(C(=O)OC)cc2)CC1
    4%	4%	-33	8%	3%	2%	-53*	-9%	i
> CCC(C)(C)NC(=O)Cn1c(-c2ccccc2)cc(C(C)=O)c1C
    -28%	0%	1	0%	-9%	11%	3	17%	i
> CCOc1ccc(-n2c(SCC(=O)Nc3cccc(Cl)c3)nc3c(oc4ccccc43)c2=O)cc1
    1%	.	-1	-4%	14%	.	.	25%	i
> COc1ccc(Cn2nnnc2C(C(C)C)N(Cc2ccco2)Cc2cccs2)cc1 (stereo unspecified)
    -13%	18%	6	?	?	-17%	8	-19%	-14%[57.5 µM]
> Cc1ccc(S(=O)(=O)Oc2ccc(N3C(=O)C4C5CCC(C5)C4C3=O)cc2)cc1 (stereo unspecified)
    -10%	1%	-16	-11%	?	-3%	-22	-16%	-13%
> O=C(CSc1ccccc1C(=O)O)NCC1CCCCC1
    14%[7.66 µM]	0%	5	1%	26%[7.66 µM]	-3%	9	5%	-13%
> CCCCn1c(N)c(N(CC(C)C)C(=O)C2CSC3(C)CCC(=O)N23)c(=O)[nH]c1=O (stereo unspecified)
    -3%	-3%	5	-1%	24%	4%	0	-1%	i
> COC(=O)c1ccc(/C=C(\C#N)c2ccccn2)cc1
    -2%	-17%	-9	-2%	33%	2%	-18	24%	-88%[inhibitor]
> COc1ccc(/C=N/NC(=O)c2ccncc2)cc1CN1CCOCC1
    -4%	-3%	-2	2%	4%	6%	-12	10%	-9%
> COc1ccc(NS(=O)(=O)c2ccc3c(c2)n(C)c(=O)c(=O)n3C)cc1Cl
    -7%	.	-8	?	-20%	-3%	.	-9%	-17%
> COc1cccc(NC(=S)NCCCN2CCOCC2)c1
    -8%	2%	7	24%	3%	-1%	7	19%	i
